CHO-K1 Ca antag: counter-screen for M1 antagonists: effect in parental CHO-K1 cells; ATP-induced calcium, Fluo-8 fluorescence; inhibition, % at 3 µM; 360,000 tested, 0.6% active;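 active means inhibition above a per-plate cutoff, the plate's mean sample inhibition plus 3 SD, cut at about 24% in these data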;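 further: 0% = DMSO plus EC80 ATP and 100% = DMSO alone without ATP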
CHO-K1 Ca ag: counter-screen for M1 agonists: effect in parental CHO-K1 cells; Fluo-8 calcium fluorescence; scaled to maximal ATP response, vehicle zero; activation, % at 3 µM; 360,000 tested, 0.48% active; in the data active means activation above about 15%;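 further: untransfected CHO-K1 host cells lacking M1 receptor as counterscreen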
TAAR1 ag: human TAAR1 agonism; 360,000 tested, 0.99% active; activation, % at 3 µM; AID 624467; CHO RD-HGA16 TAAR1, Fluo-8 calcium fluorescence; vehicle wells 0%, saturating PEA agonist 100%; Q96RJ0;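 active means activation above the mean activation of all test compounds in the run plus 3 SD, cut at about 38% in these data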
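Benchmarks: low control DMSO, high control PEA (EC100); System: CHO RD-HGA16 cells carrying human TAAR1 plus Gα16; Detection: Fluo-8 fluorescence, 5 s baseline then 140 s kinetic read; Schedule: 17-24 h plating, Fluo-8 75 min 37 °C, 30 min RT; Read-out basis: % activation from peak over basal fluorescence ratio, DMSO-to-PEA scaled.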
CHO parental Ca: signal in parental CHO cells, OX1R antagonist counter-screen | parental CHO-K1, ATP-induced calcium, Fluo-8 fluorescence | inhibition, % at 5.6 µM | 330,000 tested, 0.63% active | AID 463079;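 active means inhibition above that plate's mean sample inhibition plus 3 SD, cut at about 26% in these data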;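 further: 0% = ATP-challenged DMSO wells and 100% = DMSO wells without ATP; some compounds past the cut are filed as inactive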
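Assay system: parental CHO cells; Read-out basis: percent inhibition of ATP-evoked calcium rise, normalized to controls; Benchmarks: ATP and no-ATP DMSO wells; Compound dosing: single nominal dose of 5.6 µM per compound; Signal: Fluo-8 calcium dye fluorescence; Also added: ATP as calcium-mobilizing challenge; Repeats: singlicate.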
OXTR potentiate: human OXTR potentiation; 320,000 tested, 0.061% active; P30559; CHO-OTR cells, Fluo-8 calcium fluorescence, potentiator mode; 0% = oxytocin EC15, 100% = EC100; activation, % at 3 µM;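 active means activation above that plate's cutoff, the mean activation of tested compounds plus 3 SD, cut at about 6.6% in these data, passing the limit was not always enough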;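 further: 100% uses oxytocin at 75 nM as the full agonist control; some results filed as inactive read as strong as hits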
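System: human OTR in CHO cells; Also added: sub-maximal oxytocin, roughly EC15; Timing: compound 6 min at room temperature before oxytocin, 100 s read; Technique: Fluo-8 intracellular calcium fluorescence, ex 470-495, em 515-575 nm; Controls: oxytocin EC15 low and EC100 high; Replication: singlicate.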
M1 PAM parental: M1 PAM counterscreen hit in parental CHO-K1 cells; ATP EC20, Fluo-8 calcium fluorescence; 0% at ATP EC20, 100% at ATP max; activation, % at 3 µM; 360,000 tested, 0.02% active; AID 602247;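 active means activation above the run cutoff, the mean activation of all test compounds plus 3 SD, cut at about 40% in these data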;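 further: peak over basal fluorescence ratio in a 140 s read after ATP addition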
V1aR counter: V1a receptor agonism, counter-screen for OXTR agonists. P37288. AID 2797. CHO-V1R cells, Fluo-8 calcium fluorescence, agonist mode; 0% DMSO, 100% 3 nM vasopressin. activation, % at 3 µM. 320,000 tested, 0.25% active;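 active means activation above the mean activation of all tested compounds plus 3 SD, per screening run, cut at about 20% in these data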;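 further: signal is peak over basal fluorescence ratio across a 100 second FLIPR read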
Target sequence (P37288 whole entry, looked up): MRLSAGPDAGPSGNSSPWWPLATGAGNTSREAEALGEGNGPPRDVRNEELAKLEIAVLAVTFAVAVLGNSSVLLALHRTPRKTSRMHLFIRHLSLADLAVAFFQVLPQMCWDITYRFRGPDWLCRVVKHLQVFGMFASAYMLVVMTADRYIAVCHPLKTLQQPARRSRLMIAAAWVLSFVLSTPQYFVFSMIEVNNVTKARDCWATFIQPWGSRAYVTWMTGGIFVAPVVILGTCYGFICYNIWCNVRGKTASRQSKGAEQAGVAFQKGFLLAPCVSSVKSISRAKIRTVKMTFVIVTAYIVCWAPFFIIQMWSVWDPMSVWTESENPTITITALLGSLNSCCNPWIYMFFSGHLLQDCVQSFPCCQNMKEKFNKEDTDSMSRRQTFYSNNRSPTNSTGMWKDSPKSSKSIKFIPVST
TAAR1 antag: antagonists of human TAAR1. Q96RJ0. CHO RD-HGA16 TAAR1, Fluo-8 calcium fluorescence, antagonist. inhibition, % at 3 µM. 360,000 tested, 1.5% active;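 active means inhibition above a per-plate cutoff, the mean inhibition of test compounds on that plate plus 3 SD, cut at about 49% in these data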;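 further: 0% = DMSO plus EC80 beta-PEA response and 100% = DMSO alone without agonist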
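Test system – hTAAR1-expressing CHO RD-HGA16 cells, Gα16-coupled · Also added – β-PEA at EC80 concentration, post-compound challenge · Compound – 3 µM, single point · Incubation – dye loading 75 min at 37 °C, then 30 min room temperature · Measured by – Fluo-8 intracellular calcium dye fluorescence, real-time kinetic reads · Benchmarks – vehicle and agonist controls · Replicates – singlicate, one well per test compound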
CHRM1 agonist: human M1 muscarinic receptor agonism. 360,000 tested, 0.33% active. activation, % at 3 µM. CHO-K1 hM1, Fluo-8 calcium fluorescence, agonist mode; 0% DMSO, 100% acetylcholine EC100. P11229;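 active means activation above the run's mean compound activation plus 3 SD, cut at about 16% in these data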;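 further: peak over basal fluorescence ratio within a 140 s kinetic read after compound addition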
Target sequence (P11229 whole entry, looked up): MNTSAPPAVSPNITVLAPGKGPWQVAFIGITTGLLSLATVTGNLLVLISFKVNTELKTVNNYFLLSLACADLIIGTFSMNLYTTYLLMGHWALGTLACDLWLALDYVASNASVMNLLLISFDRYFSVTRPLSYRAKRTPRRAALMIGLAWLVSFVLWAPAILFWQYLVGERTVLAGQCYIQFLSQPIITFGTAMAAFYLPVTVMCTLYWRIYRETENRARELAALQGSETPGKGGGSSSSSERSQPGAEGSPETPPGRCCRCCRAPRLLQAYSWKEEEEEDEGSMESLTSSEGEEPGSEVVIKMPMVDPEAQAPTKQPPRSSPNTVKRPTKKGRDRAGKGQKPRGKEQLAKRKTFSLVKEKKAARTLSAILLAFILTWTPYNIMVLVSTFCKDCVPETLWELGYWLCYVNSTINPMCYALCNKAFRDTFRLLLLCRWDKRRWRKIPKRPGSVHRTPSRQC
Active calls of the source: *; · = not tested or not shown.

SMILES	CHO-K1 Ca antag	CHO-K1 Ca ag	TAAR1 ag	CHO parental Ca	OXTR potentiate	M1 PAM parental	V1aR counter	TAAR1 antag	CHRM1 agonist
CCN(CC)S(=O)(=O)c1ccc(O)c(NC(=O)c2cc(-c3cc(OC)c(OC)c(OC)c3)nc3ccccc23)c1	-6	2.3	·	5	-10	-3	3.3	·	-2
C=CCNc1nc(N)c([N+](=O)[O-])c(NCc2ccccc2)n1	-13	0.7	·	-35	8	4	-0.6	·	0
Cc1ccc(C(=O)OCC(=O)NC2CCCC(C)C2C)s1 (centres undefined)	-26	0.5	-2	·	·	17	·	17	-4
COc1ccc(C(=O)CSc2ccc(-c3ccc(C)cc3)nn2)cc1	-7	0.6	3	-27	-3	16	0.3	24	-3
CCc1ccc(C(C)NC(=O)C2(C)CC2(Br)Br)cc1 (centres undefined)	-10	0.3	1	-14	-7	19	-0.3	-10	-6
CCC(c1ccccc1)c1nnc(NC(=O)c2ccco2)s1 (centres undefined)	1	0.0	0	9	-4	2	0.0	1	-3
COc1ccc(CC(=O)Oc2ccc(C(C)C)cc2)cc1S(=O)(=O)N1CCOCC1	-1	1.5	4	-3	-8	14	3.2	22	-1
CCc1nc2ccc(C(=O)NCC3CCCCC3)cn2c1N(C)Cc1nccs1	9	2.0	1	·	·	-19	·	-8	-5
Cc1cc(C(=O)N2CCN(S(=O)(=O)c3ccc(F)c(Cl)c3)CC2)c(C)o1	-10	0.8	0	-14	-1	-3	-0.2	-35	1
O=C(c1ccc(Cl)cc1)c1cnc(-c2ccc(Cl)cc2)s1	4	-0.4	1	-4	-6	-8	0.8	7	-5
Brc1cnc(OCc2ccccc2)nc1OCc1ccccc1	-8	0.2	-1	·	·	13	·	-6	-2
C=CCNc1nc(Nc2ccccc2F)nc(OCC)n1	0	-0.2	2	-18	-13	15	-1.5	4	-6
C=CCn1c(O)c(C(CC)=Nc2ccccc2NC(=O)CC)c(=O)[nH]c1=O	1	0.0	4	1	4	2	0.4	11	-3
O=S(=O)(NCC1COc2ccccc2O1)c1ccc2ccccc2c1 (centres undefined)	2	-0.1	5	-13	-4	6	0.1	10	-5
CCOc1ccc(C(=O)Nc2nnc(SCC(=O)NCC3CCCO3)s2)cc1 (centres undefined)	7	1.2	6	-16	-7	-21	7.2	4	0
O=C(O)CCNC1CCCCC1	-5	-0.5	0	-2	0	1	1.1	-8	1
COc1cc2oc(-c3ccc(O)cc3)cc(=O)c2c(OC)c1O	-15	0.6	6	·	·	-4	·	6	-6
CN(C)CCCO[C@@H]1[C@H]2OC(C)(C)O[C@H]2O[C@@H]1[C@H](O)CO	7	0.1	1	-7	1	5	0.6	-13	-3
Cc1noc(/C=C/N(C)C)c1S(=O)(=O)N1CCC(C(=O)NC(C)(C)C)CC1	-21	0.9	0	-17	-10	13	0.5	-31	-2
Cn1c(O)c(N=NC(=O)CNC(=O)c2ccccc2)c2cc(Br)ccc21	-21	-0.1	-2	-20	-1	10	-1.3	-8	-6
CCC1S/C(=N/S(=O)(=O)c2ccc(N)cc2)NC1=O (centres undefined)	-9	0.1	2	·	·	-7	·	-16	-2
CCOc1ccccc1NC(=O)C(=O)CC(=O)c1cccc(OC)c1	-12	1.7	6	-9	-8	15	0.5	17	-4
O=C1NCCC/C1=N\Nc1ccc(Br)cc1	-6	-0.2	5	-1	-7	10	-0.6	-1	0
Cc1ccc(NC(=O)Nc2cccc(C)n2)c(C)c1	-10	0.2	2	-24	-7	19	0.8	-21	-3
COc1ccc(C2C(C(N)=O)=C(C)Nc3nc(-c4ccccc4Cl)nn32)c(OC)c1 (centres undefined)	15	0.2	1	-10	-4	12	-0.4	-16	-3
Cc1cc(NC(=O)C(C)SCC(=O)N(C)CC(=O)Nc2ccccc2C(F)(F)F)no1 (centres undefined)	-9	0.7	2	·	·	-5	·	-22	-1
CN1OC[C@@H]2CN(S(=O)(=O)c3ccccc3)[C@H](c3cccc(Br)c3)C[C@@H]21	-27	1.0	0	·	·	24	·	-16	-4
C#CCOCCOCCOCCNc1nc(N2CCN(C(=O)CCCCCCCCCCNC(=O)Cn3cc(C[C@@H](C)O)nn3)CC2)nc(N2CCN(C(=O)CCCCCCCCCCNC(=O)[C@@H](CCSC)n3cc(CCO)nn3)CC2)n1	-14	0.1	·	1	-5	14	4.8	·	1
CC(=O)Nc1ccc(NC(=O)C2CCCN2/C=C/C(=O)C(F)(F)F)cc1 (centres undefined)	-4	0.3	9	-2	-3	5	0.8	-4	-2
C=CCc1c(C)nc(SCc2ccccc2)[nH]c1=O	3	-0.4	-3	-6	-21	-15	0.1	-2	-4
Cc1cc2cc(NC(=O)c3ccco3)ccc2[nH]1	0	0.2	-2	4	-3	11	0.5	-1	-4
CN(C)/C=N/S(=O)(=O)c1cccn1-c1ncc(C(F)(F)F)cc1Cl	-13	0.8	6	6	2	31	0.0	-17	-6
COCCCNC(=O)C(=O)N/N=C/c1ccc(OCC(=O)Nc2cccc(Cl)c2C)c(OC)c1	-1	0.5	15	-13	-5	4	0.0	20	-2
CC(C)c1cc(NC(=O)CCl)on1	12	-0.4	1	-3	-2	-4	1.2	-11	-9
CC1(C)Cc2cccc(C(=O)Nc3ccc(Cl)cc3)c2O1	-17	1.6	10	-32	-13	28	-0.7	-24	-7
Cc1cc(C)n(CC(=O)O)c(=O)c1[N+](=O)[O-]	-6	0.3	1	-9	-2	-7	0.3	-2	0
CCOC(=O)N1CCN(C(=O)CSc2nc(-c3cccc(C)c3)ns2)CC1	-7	1.2	10	-18	-10	14	0.8	19	-1
CC1(C(=O)OCC(=O)Nc2nc(-c3ccc(F)c(F)c3)cs2)CC1(Cl)Cl (centres undefined)	6	3.8	4	18	-16	-2	2.0	88*	-5
Cc1nc(-c2ccccc2)cc(N2CCCC2)n1	-1	0.1	8	-9	1	-12	0.1	-20	-6
CN1CCN(C(=O)c2ccc(Cl)cc2)CC1	-13	1.0	1	3	-6	16	-0.4	-11	-8

TAAR1 antag, what is marked active above
structure	TAAR1 ag	OXTR potentiate	TAAR1 antag	CHRM1 agonist
CC1(C(=O)OCC(=O)Nc2nc(-c3ccc(F)c(F)c3)cs2)CC1(Cl)Cl (centres undefined)	4	-16	88*	-5

Part of the list above, showing only V1aR counter, TAAR1 antag and TAAR1 ag:
| Compound | V1aR counter | TAAR1 antag | TAAR1 ag |
| --- | --- | --- | --- |
| CC(=O)Nc1ccc(NC(=O)C2CCCN2/C=C/C(=O)C(F)(F)F)cc1 (centres undefined) | 0.8 | -4 | 9 |
| C=CCc1c(C)nc(SCc2ccccc2)[nH]c1=O | 0.1 | -2 | -3 |
| Cc1cc2cc(NC(=O)c3ccco3)ccc2[nH]1 | 0.5 | -1 | -2 |
| CN(C)/C=N/S(=O)(=O)c1cccn1-c1ncc(C(F)(F)F)cc1Cl | 0.0 | -17 | 6 |

Remaining list, next part
SMILES	CHO-K1 Ca antag	CHO-K1 Ca ag	TAAR1 ag	CHO parental Ca	OXTR potentiate	M1 PAM parental	V1aR counter	TAAR1 antag	CHRM1 agonist
O=C(CSc1ccc2nnc(-c3ccc(Cl)cc3)n2n1)N1CCCc2ccccc21	-7	1.0	1	-12	2	12	-0.5	14	-5
C[C@H](CO)N1C[C@H](C)[C@@H](CN(C)C(=O)Nc2ccccc2)Oc2ccc(NS(=O)(=O)c3cn(C)cn3)cc2C1=O	-8	0.1	3	3	0	10	0.4	4	3
CCOC(=O)C1CNc2cc(S(=O)(=O)CC)ccc2O1 (centres undefined)	-14	1.2	1	1	3	9	1.1	-13	-5
CCOc1ccccc1N1CCN(Cc2cnc(-c3ccccc3)[nH]2)CC1	-14	0.8	12	-29	-3	18	-1.2	3	-4

Some of the entries so far, with two lines to a compound.
The line under a structure holds: CHO-K1 Ca antag	CHO-K1 Ca ag	TAAR1 ag	CHO parental Ca	OXTR potentiate	M1 PAM parental	V1aR counter	TAAR1 antag	CHRM1 agonist
Cc1ccc(NC(=O)Nc2cccc(C)n2)c(C)c1
 : -10	0.2	2	-24	-7	19	0.8	-21	-3
Cc1cc(C)n(CC(=O)O)c(=O)c1[N+](=O)[O-]
 : -6	0.3	1	-9	-2	-7	0.3	-2	0

Screens (PubChem BioAssay)
